# Pf Dd2 growth = inhibitors of Plasmodium falciparum Dd2 growth. 94,000 compounds, 2.3% hits. P. falciparum Dd2 growth, SYBR Green, 72 h; hits give low values. activity change, % at 10 µM; in the data active = activity change below about -80%; inconclusive = no clear call, values can overlap the other calls
# T cruzi growth = T. cruzi proliferation inhibition; T. cruzi beta-gal in NIH3T3, GalScreen luminescence, 90 h; inhibition, % at 8.34 µM; 77,000 compounds, 5.9% hits; AID 624255;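 active = mean inhibition above about 93%, with at least 55% of replicates each passing it, limit read from the data, passing the limit was not always enough; inconclusive = only one of those two conditions holds; inactive = neither condition holds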
# GASC1 inh = blocks human GASC-1 (KDM4C) demethylase activity. Q9H3R0. GST-KDM4C 2-372, H3K9me3 peptide, LANCE TR-FRET. inhibition, % at 12.5 µM. 96,000 compounds, 0.15% hits. AID 720574;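 active = mean replicate inhibition above about 25%, with at least 55% of replicates also reaching it, limit read from the data, passing the limit was not always enough; inconclusive = only one of those two conditions met; inactive = neither condition met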
# Target sequence (Q9H3R0 2-372 limits assumed): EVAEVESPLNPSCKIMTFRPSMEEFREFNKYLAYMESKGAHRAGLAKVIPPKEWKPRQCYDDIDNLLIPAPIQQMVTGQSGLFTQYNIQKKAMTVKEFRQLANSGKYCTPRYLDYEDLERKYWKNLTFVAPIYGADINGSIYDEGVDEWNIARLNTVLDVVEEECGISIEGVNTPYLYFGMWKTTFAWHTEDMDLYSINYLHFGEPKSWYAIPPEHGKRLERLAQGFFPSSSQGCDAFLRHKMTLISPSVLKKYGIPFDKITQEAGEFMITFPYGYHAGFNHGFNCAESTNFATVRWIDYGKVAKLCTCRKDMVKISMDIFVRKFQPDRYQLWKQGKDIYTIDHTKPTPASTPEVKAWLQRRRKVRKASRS
#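 System: N-terminal GST-fused human GASC-1 (KDM4C) fragment, residues 2-372; amount: enzyme final amount 10 nM; incubation: reaction 30 min RT, detection step 1 h RT; medium: HEPES buffer, pH 7.5, plus ascorbate; technique: LANCE TR-FRET, Eu antibody, ULight-streptavidin, EDTA, ex 340 nm, em 618/671 nm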
# C diff growth = inhibitors of Clostridium difficile growth. 86,000 compounds, 0.25% hits. AID 1259249. Clostridium difficile clinical isolate growth, OD600, 24 h; hits give low values. growth activity, negative = inhibition, % at 16 µg/mL (by protocol);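 active = mean growth activity at or below -80% and every replicate also at or below -80%; inconclusive = mean at or below -80% but some replicate above -80%; inactive = mean growth activity above -80%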;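 note: 0% = DMSO wells and -100% = levofloxacin 16 µg/mL wells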
# Active calls of the source: *; ? = inconclusive; / = no result given; & = joins results of further samples.
nr	mol	T cruzi growth	Pf Dd2 growth	GASC1 inh	C diff growth
1	C/C=C/c1ccc([C@@H]2[C@H](CO)N(CC3CCCC3)C23CN(C(=O)COC)C3)cc1	/	-68	-0.7	-1
2	O=C(C[C@@H]1CC[C@H]2[C@@H](COC[C@H](O)CN2Cc2ccccc2)O1)N[C@@H]1CCN(Cc2ccccc2)C1	56	-18	-1.0	-2
3	O=C(C[C@@H]1C[C@H]2c3cc(NC(=O)NC4CCCC4)ccc3O[C@H]2[C@H](CO)O1)NCc1ccc(Cl)cc1	59	-39	-2.9	-3
4	Cc1noc(C)c1NC(=O)N(C)C[C@@H]1Oc2ncc(Br)cc2C(=O)N([C@@H](C)CO)C[C@H]1C	2	22	1.3	2
5	CC(C)c1cn(CC[C@@H]2CC[C@H](NC(=O)C3CCOCC3)[C@H](CO)O2)nn1	/	11	0.3	5
6	O=C(N[C@@H]1CC[C@@H](CCNS(=O)(=O)Cc2ccccc2)O[C@H]1CO)c1ccccc1F	2	-6	0.2	/
7	O=C(C1CCCCC1)N1CC[C@@H]2[C@@H](CO)Nc3ccc(C#Cc4ccc(F)cc4)cc3[C@@H]21	/	-70	-1.9	42
8	C[C@@H]1CN([C@H](C)CO)C(=O)c2cc(NC(=O)Cc3cn(C)c4ccccc34)ccc2O[C@@H]1CN(C)CC1CCCCC1	61	-25	0.9	-3
9	CC(C)NC(=O)Nc1ccc2c(c1)C(=O)N([C@@H](C)CO)C[C@H](C)[C@@H](CN(C)C(=O)NC(C)C)OCCCC[C@H](C)O2	1	-27	-1.5	1
10	CO[C@H]1CN(C)C(=O)c2cc(NS(=O)(=O)c3ccccc3)ccc2OC[C@@H](C)NC[C@H]1C	/	17	-1.3	/
11	COc1ccccc1C#Cc1ccc2c(c1)O[C@H](CN(C)Cc1cccnc1)[C@@H](C)CN([C@@H](C)CO)S2(=O)=O	/	-53	-1.9	15
12	O=C(NCc1ccccc1)[C@H]1[C@H](CO)[C@H]2Cn3c(cccc3=O)[C@@H]1N2Cc1ccccn1	-27	9	2.5	1
13	C[C@H](CO)N1C[C@H](C)[C@H](CN(C)C(=O)Nc2cccc3ccccc23)Oc2ncc(Br)cc2C1=O	6	-9	/	-4
14	Cc1ccc(S(=O)(=O)N(C)C[C@H]2Oc3ccc(NC(=O)Nc4ccccc4)cc3CC(=O)N([C@H](C)CO)C[C@@H]2C)cc1	-127	-54	12	-5
15	C[C@H](CO)N1C[C@H](C)[C@H](CN(C)C(=O)Nc2ccc(F)cc2)Oc2ccc(NS(=O)(=O)c3ccccc3)cc2CC1=O	/	-28	-0.2	-4
16	CN(C)C(=O)c1cccc(-c2ccc([C@H]3[C@H]4CN(C(=O)C5CCCCC5)CC(=O)N4[C@H]3CO)cc2)c1	/	11	-0.3	-7
17	COc1cccc(CNC(=O)C[C@H]2C=C[C@H](NC(=O)C3CCC3)[C@H](CO)O2)c1	-13	25	0.8	/
18	C[C@@H]1CN([C@@H](C)CO)S(=O)(=O)c2ccc(C#Cc3ccc(F)cc3)cc2O[C@@H]1CN(C)CC1CC1	11	-39	-2.3	4
19	C[C@@H]1CCCCO[C@@H](CN(C)C(=O)Nc2ccccc2)[C@@H](C)CN([C@@H](C)CO)C(=O)c2cc(NC(=O)C3CCCCC3)ccc2O1	14	-34	0.6	10
20	C/C=C/c1ccc2c(c1)O[C@H](CN(C)C(=O)COC)[C@@H](C)CN([C@H](C)CO)S2(=O)=O	/	27	0.4	-2
21	COC(=O)N(C)C[C@@H]1OCc2cn(nn2)CCCC(=O)N([C@H](C)CO)C[C@@H]1C	6	4	-0.7	1
22	O=C(NCC[C@H]1CC[C@H](NS(=O)(=O)c2cccc(F)c2)[C@@H](CO)O1)C1CC1	-58	16	-1.0	/
23	C[C@H](CO)N1C[C@H](C)[C@H](CN(C)CC2CCOCC2)Oc2ncc(-c3ccc(F)cc3)cc2C1=O	4	21	-1.9	2
24	CC=Cc1ccc2n(c1=O)C[C@@H]1[C@@H](CO)[C@H](C(=O)NCc3ccccc3F)N[C@H]21 (mixture of isomers)	47	/	-0.5	2
25	CCN1[C@@H]2c3ccc(-c4cccc(OC)c4)c(=O)n3C[C@@H]2[C@@H](CO)[C@@H]1C(=O)N(C)C	44	12	-1.0	4
26	O=C(Cc1ccccn1)N1CC(=O)N2[C@H](CO)[C@@H](c3ccc(-c4ccc(F)cc4)cc3)[C@H]2C1	/	-34	2.3	-12
27	CO[C@H]1CN(C)C(=O)c2ccc(NS(=O)(=O)c3ccc(C)cc3)cc2OC[C@H](C)N(C(=O)NC(C)C)C[C@H]1C	-23	/	0.5	/
28	C[C@@H]1CN([C@@H](C)CO)C(=O)c2cc(NC(=O)Nc3ccc4c(c3)OCO4)ccc2O[C@H]1CN(C)Cc1ccc(C(=O)O)cc1	76	5	-1.5	-1
29	COc1ccccc1NC(=O)N1[C@@H]2CNC[C@H]1[C@@H]2c1ccc(-c2ccc(C#N)cc2)cc1	/	13	-0.1	12
30	Cc1ccc(S(=O)(=O)Nc2ccc3c(c2)CC(=O)N([C@H](C)CO)C[C@H](C)[C@@H](CN(C)Cc2ccc(Oc4ccccc4)cc2)O3)cc1	-10	-76	0.3	78

# Exported field by field: part of the list above
[4] Cc1noc(C)c1NC(=O)N(C)C[C@@H]1Oc2ncc(Br)cc2C(=O)N([C@@H](C)CO)C[C@H]1C
  T cruzi growth = 2
  Pf Dd2 growth = 22
  GASC1 inh = 1.3
  C diff growth = 2

[5] CC(C)c1cn(CC[C@@H]2CC[C@H](NC(=O)C3CCOCC3)[C@H](CO)O2)nn1
  T cruzi growth = /
  Pf Dd2 growth = 11
  GASC1 inh = 0.3
  C diff growth = 5

[6] O=C(N[C@@H]1CC[C@@H](CCNS(=O)(=O)Cc2ccccc2)O[C@H]1CO)c1ccccc1F
  T cruzi growth = 2
  Pf Dd2 growth = -6
  GASC1 inh = 0.2
  C diff growth = /

[7] O=C(C1CCCCC1)N1CC[C@@H]2[C@@H](CO)Nc3ccc(C#Cc4ccc(F)cc4)cc3[C@@H]21
  T cruzi growth = /
  Pf Dd2 growth = -70
  GASC1 inh = -1.9
  C diff growth = 42

# (cont.)
nr	mol	T cruzi growth	Pf Dd2 growth	GASC1 inh	C diff growth
31	CO[C@@H]1CC[C@@H]2CCOc3ccc(C#N)cc3C(=O)N(C)C[C@@H](C)C(=O)N(C)C[C@@H]1O2	10	/	1.5	2
32	COc1cccc(NC(=O)N[C@@H]2CC[C@H](CC(=O)NCc3ccccn3)O[C@H]2CO)c1	-39	-16	-1.2	-1
33	C[C@@H]1CCCCO[C@H](CN(C)S(=O)(=O)c2cccs2)[C@H](C)CN([C@H](C)CO)C(=O)c2cc(NS(=O)(=O)c3ccccc3)ccc2O1	89	-83*	0.6	-12
34	C[C@@H]1CN([C@H](C)CO)C(=O)c2cccc(NC(=O)c3ccc(-c4nccs4)cc3)c2O[C@@H]1CN(C)C(=O)Nc1ccc(C(F)(F)F)cc1	?	-67	3.2	/
35	C[C@H](CO)N1C[C@H](C)[C@@H](CN(C)S(=O)(=O)c2ccc(F)cc2)Oc2ccc(NC(=O)NC3CCCCC3)cc2CC1=O	-64	-44	-1.0	1
36	C[C@@H]1CN([C@H](C)CO)C(=O)Cc2cc(NS(C)(=O)=O)ccc2O[C@@H]1CN(C)CC1CC1	94	2	-0.9	-3
37	C[C@H]1CN([C@@H](C)CO)C(=O)Cc2cc(NC(=O)CCN3CCOCC3)ccc2O[C@H]1CN(C)Cc1ccc(-c2ccccc2)cc1	15	11	0.6	3
38	C[C@@H]1CN([C@H](C)CO)C(=O)c2cc(C#CCc3ccccc3)cnc2O[C@H]1CN(C)Cc1ccccn1	-4	-61	10	-18
39	C[C@@H]1CN([C@@H](C)CO)C(=O)c2cc(NC(=O)CCC(F)(F)F)ccc2O[C@H]1CN(C)Cc1ccc(C(F)(F)F)cc1	/	-7	0.8	1&-7
40	O=C(C1CC1)N1CC[C@@H]2[C@H](CO)Nc3ccc(-c4cccc(F)c4)cc3[C@@H]21	116*	-9	14	-16
41	CC(=O)N[C@H]1C[C@@H]2O[C@H](CO)CC[C@@H]2O[C@@H]1CCc1ccc(C#CCc2ccccc2)cc1	/	-64	/	-5
42	CN1C(=O)c2cc(NC(=O)Nc3ccccc3)ccc2OC[C@H]2O[C@@H](CC(=O)O)CC[C@H]21	-46	/	0.8	/
43	CN(C)C(=O)c1ccc(-c2ccc([C@H]3[C@H]4CN(C(=O)C5CCCC5)CC(=O)N4[C@H]3CO)cc2)cc1	/	3	1.1	-2
44	CO[C@H]1CN(C)C(=O)c2ccc(NS(C)(=O)=O)cc2OC[C@@H](C)N(C(=O)C2CCCC2)C[C@H]1C	12	/	0.8	/
45	C[C@H]1CN([C@@H](C)CO)C(=O)c2cccc(NS(C)(=O)=O)c2O[C@@H]1CN(C)C	-9	15	4.5	-6
46	COc1ccc(S(=O)(=O)Nc2ccc3c(c2)[C@H]2C[C@H](CC(=O)N(C)C)O[C@@H](CO)[C@H]2O3)cc1	-8	26	1.4	-6
47	Cc1noc(C)c1NC(=O)Nc1ccc2c(c1)CC(=O)N([C@@H](C)CO)C[C@H](C)[C@@H](CN(C)Cc1ccc(C(F)(F)F)cc1)O2	20	-19	-2.9	13
48	C[C@H](CO)N1C[C@H](C)[C@H](CN(C)C(=O)Nc2ccc(F)cc2)Oc2ccc(NC(=O)C3CC3)cc2CC1=O	40	5	-0.2	1
49	COc1ccc2c3c([nH]c2c1)[C@@H](CO)N(C(=O)C1CC1)CC31CCN(C(=O)NC(C)C)CC1	/	-59	0.8	-9
50	O=C(C1CC1)N1CC2(C1)[C@@H](c1ccccc1)[C@@H](CO)N2Cc1nccs1	/	24	0.7	0
51	COc1ccc2c3c(n(C)c2c1)[C@@H](CO)NCC31CN(S(=O)(=O)c2ccc(C)cc2)C1	/	-6	/	-11
52	COc1cccc(C(=O)Nc2ccc3c(c2)OC[C@@H](C)N(CC2CC2)C[C@@H](C)[C@@H](OC)CN(C)C3=O)c1	14	-11	0.6	-1
53	COc1ccc(CN(C)C[C@@H]2Oc3c(NC(=O)CCCCCC(=O)Nc4ccccc4N)cccc3C(=O)N([C@@H](C)CO)C[C@H]2C)cc1	/	-90*	-2.1	-3
54	O=C(c1ccncc1)N1CC2(C1)[C@@H](c1ccccc1)[C@@H](CO)N2CC1CC1	/	1	1.2	2
55	OC[C@@H]1[C@@H](c2ccccc2)C2(CN(Cc3nccs3)C2)N1Cc1ccncc1	/	8	-0.1	-1
56	COC(=O)C[C@H]1C=C[C@H](NC(=O)c2ccccc2)[C@@H](CO)O1	-4	6	/	/
57	C[C@@H]1CN([C@@H](C)CO)S(=O)(=O)c2ccc(C3=CCCCC3)cc2O[C@H]1CN(C)C(=O)CC1CC1	44	-23	0.9	-5
58	CN(C)C(=O)c1ccc(-c2ccc([C@H]3[C@@H](CO)N4C(=O)CN(C(=O)C5CCCC5)C[C@H]34)cc2)cc1	/	1	-1.2	-5
59	COc1ccc(CN(C)C[C@H]2OCCCC[C@@H](C)Oc3ccc(NS(=O)(=O)c4ccccc4)cc3C(=O)N([C@H](C)CO)C[C@H]2C)cc1	-18	-55	0.1	1
60	C[C@@H]1CN([C@@H](C)CO)C(=O)c2cc(C3=CCCC3)cnc2O[C@H]1CN(C)C(=O)c1cccnc1	-158	17	2.2	-2

# Continuation:
nr	mol	T cruzi growth	Pf Dd2 growth	GASC1 inh	C diff growth
61	CN1C(=O)c2cc(NC(=O)c3cccs3)ccc2OC[C@H]2O[C@@H](CC(=O)NCCN3CCCCC3)CC[C@H]21	41	-27	5.2	-4
62	CN1C(=O)c2cc(NC(=O)c3cnccn3)ccc2OC[C@H]2O[C@H](CC(=O)N[C@@H]3CCN(Cc4ccccc4)C3)CC[C@@H]21	85	-18	5.4	2
63	COc1ccc(NC(=O)N(C)C[C@H]2Oc3ccc(NS(=O)(=O)c4c(C)noc4C)cc3C(=O)N([C@@H](C)CO)C[C@H]2C)cc1	63	-4	1.5	/
64	COC(=O)C[C@H]1C[C@@H]2c3cc(NS(C)(=O)=O)ccc3O[C@@H]2[C@H](CO)O1	11	22	-0.4	-1
65	Cc1noc(C)c1NC(=O)N(C)C[C@@H]1OCCCC[C@@H](C)Oc2ccc(NC(=O)C3CCCCC3)cc2C(=O)N([C@@H](C)CO)C[C@@H]1C	39	22	1.9	3
66	C[C@@H]1CN([C@H](C)CO)C(=O)c2cc(C3=CCCC3)cnc2O[C@H]1CN(C)C(=O)CN1CCOCC1	38	18	0.2	3
67	Cc1ccc(S(=O)(=O)N(C)C[C@H]2Oc3ccc(NC(=O)Cn4cnnn4)cc3C(=O)N([C@@H](C)CO)C[C@H]2C)cc1	30	-16	-0.8	3
68	C[C@@H]1CN([C@H](C)CO)C(=O)Cc2cc(NC(=O)Nc3ccccc3)ccc2O[C@H]1CN(C)C(=O)Nc1ccc(F)cc1	18	10	-2.4	-1

# Compound activity as filed in PubChem BioAssay.
